# CBFb RUNX1 block: CBF-beta/RUNX1 interaction disruption; 230,000 tested, under 10 active; AID 1477; AlphaScreen CBFb-His/RUNX1-biotin binding, biochemical; Potency, µM (top dose mostly 59.8 µM), for inactives: at the highest dose activity, negative = inhibition, actives largely listed as inhibitors; further: % of control where 0% means no effect
# Target sequence (Q01196 whole entry, looked up): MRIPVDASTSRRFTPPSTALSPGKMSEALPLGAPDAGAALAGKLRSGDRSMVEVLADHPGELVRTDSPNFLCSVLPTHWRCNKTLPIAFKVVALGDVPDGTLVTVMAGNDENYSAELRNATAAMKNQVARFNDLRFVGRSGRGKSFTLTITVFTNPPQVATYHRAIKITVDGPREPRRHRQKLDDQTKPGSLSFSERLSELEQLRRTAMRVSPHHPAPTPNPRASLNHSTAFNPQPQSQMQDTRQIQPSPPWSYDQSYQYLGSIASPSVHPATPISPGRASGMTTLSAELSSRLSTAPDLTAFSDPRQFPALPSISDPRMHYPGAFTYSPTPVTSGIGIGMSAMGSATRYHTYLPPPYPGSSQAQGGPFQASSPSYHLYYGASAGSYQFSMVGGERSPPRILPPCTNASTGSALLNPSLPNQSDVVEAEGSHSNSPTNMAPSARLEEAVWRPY
# Target sequence (Q13951 whole entry, looked up): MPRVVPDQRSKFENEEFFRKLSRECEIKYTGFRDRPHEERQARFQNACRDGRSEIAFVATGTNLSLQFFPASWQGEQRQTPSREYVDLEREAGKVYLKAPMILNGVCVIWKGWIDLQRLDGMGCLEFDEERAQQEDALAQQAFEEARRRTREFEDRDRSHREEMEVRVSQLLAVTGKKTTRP
#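 His-tagged CBF-beta and biotinylated RUNX1 (30 nM each) were premixed 20 min at room temperature, exposed to compound for 15 min, then given nickel-chelate and streptavidin AlphaScreen beads (50 ng each). After 90 min, AlphaScreen signal was read.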
# HTT ATP protect: Huntington cell model cytoprotection by ATP luminescence. Potency, µM (series often up to 56.4 µM), without a hit: cytoprotection (ATP increase), hits mostly activators. PC12 HTT-Q103 induced, cytoprotection, ATP luminescence, 40 h. 0.14% of 230,000 active;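 further: potency means the concentration at half of the fitted maximal effect; % of control where 0% means no effect; nearly all actives have a fitted effect of over 45% in size; toxic huntingtin expression switched on by the ecdysone agonist tebufenozide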
#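 Readout: ATPlite luminescence (ATP level). Model: stable PC12, inducible Htt exon1 Q103-GFP. Inducer: tebufenozide, 100 nM final. Compounds: dose series. No G418 in medium.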
# GAA glycogen mod: GAA glycogen-cleavage inhibition or activation; P10253; recombinant GAA, glycogen substrate, Amplex Red glucose oxidase fluorescence; Potency, µM (doses to about 76.4 µM), for inactives: at the top dose activity change, negative = inhibition, actives largely listed as inhibitors; 0.38% of 300,000 active;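 further: potency means the concentration at half of the fitted maximal effect; 0% = full enzyme reaction and -100% = no-enzyme basal signal; the screen sought inhibitors and activators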
#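 Recombinant human alpha-glucosidase (4 nM final) hydrolysed bovine liver glycogen (30 ug) for 40 min at 37 C in pH 5.0 citrate/phosphate with 0.01% Tween-20. Released glucose detected by glucose oxidase/Amplex Red, Ex 573/Em 610 nm. Compounds up to 77 uM; AC50 from Hill fits.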
# aGlu spleen mod: lysosomal alpha-glucosidase (human) modulation. AID 2112. 0.006% of 240,000 active. Potency, µM (highest dose often 79.9 µM), without a hit: at the highest dose activity change, negative = inhibition, actives largely listed as inhibitors. P10253. human spleen homogenate, 4-MU-alpha-glucoside fluorescence;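 further: potency means the concentration at half of the fitted maximal effect; 0% = enzyme with vehicle and -100% = no enzyme basal signal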
#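 Enzyme source: human spleen homogenate, 1 ug/well. Buffer 50 mM citric acid/K phosphate pH 5.0, 0.01% Tween-20. 4-MU-alpha-glucoside 1 mM; 37 C x 40 min; NaOH/glycine stop; fluorescence.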
# GAA inh: inhibitors of human lysosomal alpha-glucosidase; purified human GAA, 4-MU-alpha-glucoside fluorescence; 0.005% of 200,000 active; P10253; Potency, µM (top dose mostly 76.9 µM), for inactives: at the highest dose activity change, negative = inhibition, actives largely listed as inhibitors;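 further: potency means the concentration at half of the fitted maximal effect; plate controls were uninhibited enzyme wells for no effect and no-enzyme background for full effect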
#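 Fluorogenic assay: 4 nM human alpha-glucosidase with 400 uM 4-methylumbelliferyl-alpha-D-pyranoside in 50 mM citrate/phosphate, 0.005% Tween-20, pH 5.0, 20 min at room temperature. Compounds tested up to 77 uM; AC50 from Hill fits.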
# LMNA splice mod: changes lamin A minigene splicing in HeLa cells; HeLa LMNA splicing GFP/RFP minigene ratio, 48 h; Potency, µM (highest dose often 46.1 µM), for the others: at the top dose ratio change, negative = inhibition, usual class: inhibitors; 0.01% of 200,000 active; active means well fitted inhibition curve with a large enough effect in the signal ratio, with a control signal flat, not every such curve was filed as active; inconclusive means small, poorly fitted or top-dose-only effect, or effect the other way, or a change in a side signal; the % refers to the signal ratio; further: potency means the concentration at half of the fitted maximal effect; on the % scale 0 is the no-effect control and ±100 the full control effect
#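 Read-out is the ratio of GFP to DsRed2 object intensity, acquired by 488 nm laser-scanning cytometry on HeLa lamin A-EGFP minigene reporter cells. Compound incubation 48 hrs at 37 °C in Opti-MEM with 2% FBS; DMSO 0.5% final.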
# HTT aggregate: inhibitors of mutant huntingtin aggregate formation in PC12 cells | PC12 HttQ103-GFP aggregates, Acumen cytometry, 40 h | Potency, µM (doses to about 46.1 µM), for the others: at the top dose activity change, negative = inhibition, actives largely listed as inhibitors | 1.1% of 220,000 active; further: potency means the concentration at half of the fitted maximal effect; on the % scale 0 is the no-effect control and ±100 the full control effect; nearly all actives have a fitted effect of over 60% in size
#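 Aggregate formation scored by laser-scanning cytometer (488 excitation, 500–530 emission) in lysed PC12 cells expressing Q103-GFP after 100 nM tebufenozide induction; library tested in dose series, with ATPLite reagent added in the multiplex.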
# An asterisk follows results filed as active; ? = inconclusive; / = no result given; [ ] = another dose, or the depositor's remark. Unless noted, the call rests on the fitted dose curve; in most records, active means well fitted curve in the direction sought with a large enough effect; inconclusive means small, poorly fitted or top-dose-only effect, or another doubt; inactive means no such curve, though single readings can be large; an effect the other way counts as inactive or inconclusive.
SMILES,CBFb RUNX1 block,HTT ATP protect,GAA glycogen mod,aGlu spleen mod,GAA inh,LMNA splice mod,HTT aggregate
c1ccc(-n2ncc3c(NCc4ccc5c(c4)OCO5)ncnc32)cc1,4%,1%,0%,1%,-2%,-3%,-24%
O=c1cc(CNc2cc(Cl)ccc2Cl)nc2sccn12,2%,14%[10 µM],-1%,-5%,-1%,-4%,32%
O=C1C2CCCN2C(c2cccc(Br)c2)N1c1ccc(F)cc1 (stereo not drawn),-4%,-4%,-11%,-3%,0%,-1%,8%
O=C(NCC1CCCO1)Nc1ccc2c(c1)OCO2 (stereo not drawn),10%,2%[10 µM],-2%,4%,/,/,0%[9.22 µM]
O=C(COC(=O)CCc1nc2ccccc2n1-c1ccccc1)Nc1ccc(N2CCCCC2)cc1,-18%,3.2µM*,19%,2%,4%,-9%,-1%
O=C(CC1C(=O)NCCN1Cc1ccc(-c2ccccc2)cc1)NCCOc1cccnc1 (stereo not drawn),-22%,9%[10 µM],-4%,9%,-5%,/,-6%[9.22 µM]
Cc1ccc2[nH]nc(C(=O)N3CCCC(C(=O)c4ccc(Cl)cc4)C3)c2c1 (stereo not drawn),12%,-21%,-7%,-10%,-15%,/,-14%
O=C(COC(=O)C1CC1)Nc1ccc(Oc2ccccc2)cc1,1%,-30%[10 µM],12%,0%,-11%,-4%,-5%
Cc1noc(NS(=O)(=O)c2ccc(NC(=O)C34CCC(CC3)C4)cc2)c1C,2%,4%[10 µM],-15%,0%,0%,3%,5%
CCCCNC(=O)CCC(=O)NNc1nc2ccccc2c2nc(C)nn12,8%,-4%[10 µM],-12%[76.3 µM],2%,6%,-16%,8%
COc1ccccc1OCCn1cc(C#N)c2ccccc21,2%,-2%[10 µM],-6%,2%,-8%,6%,-18%
CC1=NN(C(C#N)c2c(C)nn(Cc3ccccc3)c2C)C(C)(C)C1 (stereo not drawn),3%,-24%,-9%,1%,-7%,3%[46 µM],17%
Cc1cc(OCC(=O)Nc2cccc(S(=O)(=O)NC3=NCCCCC3)c2)ccc1Cl,1%,1%[10 µM],-7%,-20%,4%,?,-9%
C=CCNc1nc(=S)[nH]c2cc(OC)c(OC)cc12,-10%,4%[10 µM],-17%,-12%,8%,/,6%[9.22 µM]
CC(=O)Nc1ccc(-c2csc(NC(=O)C3CC(=O)N(c4ccc5c(c4)OCCO5)C3)n2)cc1 (stereo not drawn),-14%,-2%[10 µM],0%,13%,/,/,-14%[9.22 µM]
CCC(=O)N(Cc1cc(=O)[nH]c2ccccc12)c1ccccc1C,9%,12%[10 µM],10%,-4%,-3%,/,1%[9.22 µM]
CC1(C(=O)O)CCC(C(=O)NCCc2ccccc2)C1(C)C (stereo not drawn),4%,1%,-7%,-3%,5%,4%,-26%
Cc1cc(Nc2cccc(Cl)c2C)n2ncnc2n1,14%[2.36 µM],-7%,1%,4%,2%,7%,16%
CC(C)c1ccc(C(=O)N/N=C/c2cccc(Cl)c2Cl)cc1,6%,-13%,11%,-1%,?,14%,18%
COC(=O)NNC1=CC(=O)CC(C)(C)C1,3%,-15%,?,3%,3%,?,-8%

# Only HTT aggregate, GAA glycogen mod and CBFb RUNX1 block (three entries from above):
smiles | HTT aggregate | GAA glycogen mod | CBFb RUNX1 block
O=C1C2CCCN2C(c2cccc(Br)c2)N1c1ccc(F)cc1 (stereo not drawn) | 8% | -11% | -4%
C=CCNc1nc(=S)[nH]c2cc(OC)c(OC)cc12 | 6%[9.22 µM] | -17% | -10%
O=C(COC(=O)CCc1nc2ccccc2n1-c1ccccc1)Nc1ccc(N2CCCCC2)cc1 | -1% | 19% | -18%

# Fetched by structure from the list above, 2 records:
SMILES,CBFb RUNX1 block,HTT ATP protect,GAA glycogen mod,aGlu spleen mod,GAA inh,LMNA splice mod,HTT aggregate
C=CCNc1nc(=S)[nH]c2cc(OC)c(OC)cc12,-10%,4%[10 µM],-17%,-12%,8%,/,6%[9.22 µM]
COc1ccccc1OCCn1cc(C#N)c2ccccc21,2%,-2%[10 µM],-6%,2%,-8%,6%,-18%

# Continued.
SMILES,CBFb RUNX1 block,HTT ATP protect,GAA glycogen mod,aGlu spleen mod,GAA inh,LMNA splice mod,HTT aggregate
Cc1ccc(OCC(=O)NC(=S)Nc2cccc(NC(=O)c3ccccc3)c2)cc1,23%,-6%[10 µM],0%,6%,6%,-4%,7%
Cc1nnc(SC(C)C(=O)Nc2ccc(S(=O)(=O)N3CCCCCC3)cc2)s1 (stereo not drawn),-3%,-11%,-9%,-3%,-18%,?,-13%
N=C1/C(=C/c2cccn2-c2ccc([N+](=O)[O-])cc2)C(=O)N=C2SC=CN12,-5%,1%[10 µM],12%,-7%,-1%,-9%,7%
CCc1nc2scc(-c3ccc(C)cc3)c2c(=O)n1N,7%,/,-16%,2%,-7%,0%,1%
CO[C@H]1COC(=O)[C@@H](OCc2ccccc2)/C=C\[C@H](C)[C@@H](OC)COC(=O)[C@H](OCc2ccccc2)/C=C\[C@@H]1C,6%[13.1 µM],-32%[inhibitor][10 µM],/,1%[17.4 µM],/,/,/
COC1=C(c2ccccc2)C(=O)c2ccccc2C1=O,-16%,/,8%,0%,-3%,-1%,?
CCOC(=O)c1oc2ccccc2c1NC(=O)COc1ccc(F)cc1,-1%,-9%,?,14%,?,7%,6%
C=CCSC1=N/C(=C\c2ccc3c(c2)OCO3)C(=O)S1,6%,5%,-5%,-6%,2%,1%,-10%
Cc1ccc2c(c1)nnn2C1CCN(C(=O)NCc2ccccc2)CC1,1%,-17%,3%,/,-3%,2%[46 µM],-5%
Cc1ccc(S(=O)(=O)N2CCN(C(=O)c3ccccn3)CC2)cc1,4%,-5%[10 µM],14%,-1%,1%,-21%[46 µM],-13%[9.22 µM]
Cc1ccc(-n2nnc3c(=O)n(CC(=O)NCc4ccccc4)cnc32)cc1,8%,-41%,-7%,-12%,-1%,-9%[46 µM],27%
COc1cc(-c2nnc3sc(Cc4ccccc4)nn23)cc(OC)c1OC,-9%,-16%,7%,-4%,-7%,8%,3%
O=C(Cn1cnc2ccccc2c1=O)Nc1nc2ccccc2s1,-2%,-7%,-3%,-11%,-30%,/,?
N#CC1=C(S)N(c2ccccc2)C(c2cccs2)NC1=O (stereo not drawn),-5%,-23%[10 µM],-6%,-3%,10%,2%,-11%
CSc1ccc(Cl)c(C(=O)NCc2ccco2)c1,4%,2%,2%,8%,-1%,9%,-5%
COc1ccc(OC)c(/C=N/NC(=O)c2[nH]ncc2Br)c1,4%,7%[10 µM],-3%,6%,/,/,-22%[9.22 µM]
O=C(COc1ccccc1)Nc1ccc([N+](=O)[O-])cc1,7%,3%[0.074 µM],6%,-5%,5%,9%,0%
CNC(=O)c1cc(Cl)c(OC)c(OC)c1,1%,11%[10 µM],-2%,5%,-4%,-7%,-14%
Fc1ccc(C2=CC(c3ccco3)n3ncnc3N2)cc1 (stereo not drawn),3%,6%[0.074 µM],-3%,3%,?,0%,11%
CNC(=O)/C(=C\c1ccc([N+](=O)[O-])cc1)NC(C)=O,-3%,-5%,1%,5%,1%,?,24%
CCOc1ccc(NC(=O)NNC(=O)c2ccc(Cl)cc2Cl)cc1,1%,10%[10 µM],-11%,5%,?,21%[46 µM],-11%[9.22 µM]
C/C(=N\Nc1cccc([N+](=O)[O-])c1)c1cc(F)ccc1O,-3%,-11%[10 µM],-28%,20%,/,/,-4%[9.22 µM]
COc1ccc(NC(=O)NC(C)C2CC3CCC2C3)cc1 (stereo not drawn),6%,-15%[10 µM],0%,5%,/,/,-12%[9.22 µM]
Fc1ccc2nc(-c3ccccc3)nc(SCc3nnc(-c4ccccc4)o3)c2c1,6%,?,2%,-3%,-3%,?,?
OCCNC(=S)NC1CCCCC1,-2%,-2%,6%,1%,0%,4%,3%
CCOC(=O)c1ccc(NC(=O)c2nc[nH]c2C(=O)N2CCc3ccccc3C2)cc1,14%,12%[10 µM],-1%,-1%,/,/,15%[9.22 µM]
COC(=O)c1ccc(Cn2nc(C(F)(F)F)cc2C)cc1,-5%,2%,0%,-9%,1%,3%,-7%
O=C(CN(c1ccc(Cl)cc1)S(=O)(=O)c1ccccc1)N/N=C/c1ccco1,-2%,-14%,-22%,-17%,-4%,0%,-6%
COCCNC(=O)c1cc(-c2ccc3c(c2)OCO3)on1,6%,-84%[inhibitor],1%,7%,3%,19%,14%
Cc1oc(=O)c(NC(=O)c2ccccc2)cc1C(=O)c1ccccc1,-7%,?,-21%,-2%,9%,?,?
CC(=O)N/C(=C/c1ccc(Cl)cc1)C(=O)NCCc1c[nH]c2ccccc12,-7%,-20%,2%,0%,-14%,4%,15%
CC1CCN(CCCCOc2ccc([N+](=O)[O-])cc2)CC1,-2%,-9%,8%,-6%,-2%,1%,1%
O=C1/C(=C/c2ccco2)CCC1C1CCCC1 (stereo not drawn),1%,-24%,2%,-6%,-1%,/,1%
Cc1ccc(N(C(=O)CCl)C(C(=O)NC2CCCCC2)c2cccnc2)cc1C (stereo not drawn),10%,-86%[inhibitor][10 µM],1%,0%,-11%,?,3.5µM*
c1nnc2c3c4c(sc3ncn12)CCC4,3%,13%[10 µM],14%,-6%,?,16%,-15%
COc1cc(C)nc(OCCNC(=O)COc2ccc(Cl)cc2C)n1,7%,4%[1.9 µM],3%,0%,?,6%,-18%
O=C(NCc1ccc2c(c1)OCO2)c1nnc(Cc2ccc(Cl)cc2)o1,0%[2.36 µM],2%,0%,-6%,?,10%,-15%
CNC(=O)c1ccc(-c2sc3nc(N4CCOCC4)c4c(c3c2N)CCCC4)o1,29%,-24%[10 µM],?,-18%,?,-13%,17%
CCCC1(CCC)NC(=O)N(CC(=O)N2CCN(C(=O)c3ccco3)CC2)C1=O,5%,1%,7%,-17%,5%,3%,19%
Cc1cc(=O)oc2cc(NC(=O)c3cc([N+](=O)[O-])ccc3N3CCOCC3)ccc12,20%,-14%,9%,0%,-3%,/,12%
Cc1ccc(CN(C(=O)CNC(=O)c2cccs2)C(C(=O)NCC2CCCO2)c2ccccc2)cc1 (stereo not drawn),6%,3%[10 µM],-1%,-2%,-2%,-8%,?
CCCCC1=CC2=CC(=O)C(C)(O)C(=O)C2=CO1 (stereo not drawn),-1%,-67%[inhibitor],/,5%,/,/,/
Cc1cccc(/C(N)=N/OC(=O)c2ccccc2Cl)c1,?,/,0%,-14%,-4%,?,25%
COCCn1c(=O)c(-c2ccccc2)nc2cnc(Oc3cccc(Cl)c3)nc21,/,-35%[inhibitor],/,-2%,/,?,/

# Screens from PubChem BioAssay.
